HTT cytoprotect = Huntington cell model cytoprotection by ATP luminescence | PC12 HTT-Q103 induced, cytoprotection, ATP luminescence, 40 h | Potency, µM (series often up to 56.4 µM), inactives show cytoprotection (ATP increase), actives largely listed as activators | 230,000 tested, 0.14% active | AID 1471;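 further: potency means the concentration at half of the fitted maximal effect; % of control where 0% means no effect; nearly all actives have a fitted effect of over 45% in size; toxic huntingtin expression switched on by the ecdysone agonist tebufenozide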
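ATP quantification (ATPlite) reports survival of PC12 cells in which tebufenozide, 100 nM final, switches on Htt exon 1 with 103 glutamines linked to GFP; compounds are titrated.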
HTT aggregate = reduces HttQ103-GFP aggregates in PC12 cells; Potency, µM (highest dose often 46.1 µM), inactives show at the highest dose activity change, negative = inhibition, hits mostly inhibitors; 220,000 tested, 1.1% active; PC12 HttQ103-GFP aggregates, Acumen cytometry, 40 h; further: potency means the concentration at half of the fitted maximal effect; on the % scale 0 is the no-effect control and ±100 the full control effect; nearly all actives have a fitted effect of over 60% in size
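PC12 cells with ecdysone-inducible HTT exon1 Q103-GFP, induced by 100 nM tebufenozide, given compounds in a concentration series. GFP aggregates (1–25 um, 6 SD above background) counted in lysates by laser-scanning cytometry, 488 nm excitation.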
IMPase Li cell = membrane-permeable IMPase blocker, potentiated with lithium; CHO-M1 cells, IP1 TR-FRET (IP-One), carbachol + lithium; Potency, µM (series often up to 59.4 µM), for inactives: top-dose activity, negative = IMPase inhibition, usual class: inhibitors; 210,000 tested, 0.35% active;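 further: IP1 builds up when IMPase is blocked and the TR-FRET signal falls; potency means the concentration at half of the fitted maximal effect; plate controls were basal vehicle for no effect and high inhibitor control for full effect; nearly all actives have a fitted effect of over 50% in size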
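CHO cells stably expressing M1 receptor (2000/well, cultured 16–30 h) treated 30 min at 37C with compound plus low lithium. Cytosolic IP1 by TR-FRET (665/620 ratio and 620 channel) after 10 min lysis; AC50 by Hill fit.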
Lamin A splicing = modulators of lamin A splicing | HeLa LMNA splicing GFP/RFP minigene ratio, 48 h | Potency, µM (series often up to 46.1 µM), for the others: top-dose ratio change, negative = inhibition, actives largely listed as inhibitors | 200,000 tested, 0.01% active; active means well fitted inhibition curve with a large enough effect in the signal ratio, with a control signal flat, not every such curve was filed as active; inconclusive means small, poorly fitted or top-dose-only effect, or effect the other way, or a change in a side signal; the % refers to the signal ratio; further: potency means the concentration at half of the fitted maximal effect; on the % scale 0 is the no-effect control and ±100 the full control effect
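Read-out is the ratio of GFP to DsRed2 object intensity, acquired by 488 nm laser-scanning cytometry on HeLa lamin A-EGFP minigene reporter cells. Compound incubation 48 hrs at 37 °C in Opti-MEM with 2% FBS; DMSO 0.5% final.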
SMN2 splice up = SMN2 splice variant enhancement; Potency, µM (doses to about 46.1 µM), without a hit: at the highest dose activity change, positive = activation, usual class: activators; HEK293 SMN2-luciferase splicing reporter, luminescence, 30-36 h; 210,000 tested, 2.8% active; AID 1458; further: potency means the concentration at half of the fitted maximal effect; % of control where 0% means no effect; nearly all actives have a fitted effect of over 55% in size
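qHTS luciferase splicing reporter: luminescence rises when SMN2 exon 7 is included in transfected HEK293 cells. Compound exposure lasted 30-36 h at 37C, with 4.5 mM final sodium butyrate as control, followed by a ONE-Glo read.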
CBFb RUNX1 block = inhibitors of human CBF-beta and RUNX1 interaction; Q01196+Q13951; AlphaScreen CBFb-His/RUNX1-biotin binding, biochemical; Potency, µM (highest dose often 59.8 µM), without a hit: top-dose activity, negative = inhibition, hits mostly inhibitors; 230,000 tested, under 10 active; further: % of control where 0% means no effect
Target sequence (Q01196 whole entry, looked up): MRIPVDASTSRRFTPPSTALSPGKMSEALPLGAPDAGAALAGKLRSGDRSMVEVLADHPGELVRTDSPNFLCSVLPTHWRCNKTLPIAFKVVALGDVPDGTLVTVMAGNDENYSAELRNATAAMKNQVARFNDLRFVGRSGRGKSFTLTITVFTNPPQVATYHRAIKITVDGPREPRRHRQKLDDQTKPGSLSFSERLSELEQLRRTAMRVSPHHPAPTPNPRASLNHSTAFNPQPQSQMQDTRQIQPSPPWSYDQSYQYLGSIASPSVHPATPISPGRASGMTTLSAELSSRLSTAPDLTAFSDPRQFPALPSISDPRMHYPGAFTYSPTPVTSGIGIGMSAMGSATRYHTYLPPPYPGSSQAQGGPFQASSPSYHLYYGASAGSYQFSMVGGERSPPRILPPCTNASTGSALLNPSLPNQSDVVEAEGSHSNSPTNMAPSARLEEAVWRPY
Target sequence (Q13951 whole entry, looked up): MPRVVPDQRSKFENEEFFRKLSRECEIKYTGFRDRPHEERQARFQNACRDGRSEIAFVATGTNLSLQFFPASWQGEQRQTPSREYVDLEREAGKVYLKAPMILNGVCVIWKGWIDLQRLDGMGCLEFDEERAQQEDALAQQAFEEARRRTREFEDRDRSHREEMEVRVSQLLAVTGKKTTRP
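Inhibition was taken as any reduction in AlphaScreen signal from the CBF-beta–RUNX1 pair (His and biotin tags, 30 nM each), measured after compound (15 min) and bead (90 min) incubations at room temperature.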
Luc counter = counter-screen: inhibitors of Kinase-Glo firefly luciferase | AID 1379 | 200,000 tested, 0.28% active | Potency, µM (highest dose often 38.3 µM), without a hit: at the highest dose activity change, negative = inhibition, actives largely listed as inhibitors | Kinase-Glo luciferase, ATP luminescence, 8 min | Q27757; further: potency means the concentration at half of the fitted maximal effect; on the % scale 0 is the no-effect control and ±100 the full control effect; nearly all actives have a fitted effect of over 60% in size
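Light output from Kinase-Glo luciferase with luciferin and 10 uM ATP in 50 mM imidazole pH 7.2, KCl, MgCl2, Tween 20, BSA; compound pin-delivered, 8-min ambient incubation, then luminescence read.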
Starred values were filed as active, the others as inactive; ? = inconclusive; / = not tested or not shown; [ ] = dose if it differs, or a comment. Unless noted, the call rests on the fitted dose curve; in most records, active means well fitted curve in the direction sought with a large enough effect; inconclusive means small, poorly fitted or top-dose-only effect, or another doubt; inactive means no such curve, though single readings can be large; an effect the other way counts as inactive or inconclusive.

(1) COc1cccc(OC)c1C(=O)N1CCN(c2ccccn2)CC1
(2) CSc1nc(NCCCO)c2c3c(sc2n1)CN(C)CC3
(3) CCNC(=O)NC(=O)COC(=O)c1cccc(NS(=O)(=O)/C=C/c2ccccc2)c1
(4) O=C(Nc1ccc(F)cc1)Nc1ccccc1C(=O)NCCN1CCNC1=O
(5) Cc1c(N=Cc2nc3ccccc3n2C)c(=O)n(-c2ccccc2)n1C
(6) O=C(Nc1cccc(F)c1)c1ccc2c(c1)OCO2
Compound | 1 | 2 | 3 | 4 | 5 | 6
HTT cytoprotect | -3% | 13%[10 µM] | 24%[10 µM] | -11%[10 µM] | -18% | -13%[10 µM]
HTT aggregate | 11% | 17%[9.22 µM] | 5% | -31%[9.22 µM] | -4% | -12%
IMPase Li cell | -1%[38.3 µM] | / | -1% | / | 11%[38.3 µM] | 3%[38.3 µM]
Lamin A splicing | 7% | / | -11% | / | 7% | 5%
SMN2 splice up | 7% | / | 23% | / | 1% | 6.3µM*
CBFb RUNX1 block | 1% | 4% | -11% | 2% | 0% | 0%
Luc counter | 0% | / | 2% | / | 11µM* | -2%

(7) CCCCN1C(=O)C(O)(CC(=O)c2ccco2)c2cc(Br)ccc21 (centres undefined)
(8) COc1ccc(-c2ccc(C#N)c(SCC(=O)NC3CC3)n2)cc1OC
(9) COc1ccc(C2(CNC(=O)c3ccccc3[N+](=O)[O-])CCOCC2)cc1
(10) CCOC(=O)C(NC(=O)c1ccccc1)(OCC1(CC)COC1)C(F)(F)F (centres undefined)
(11) CCOC(=O)c1ccc(NC(=O)NC2CC3CCC(C2)N3Cc2nnnn2Cc2ccco2)cc1 (centres undefined)
(12) COC(=O)C/C=C/[C@@H](C)[C@@H](/C=N/OC[C@H]1O[C@H](c2ccccc2)C=C[C@@H]1Oc1ccc(OC)cc1)NS(=O)(=O)c1ccc(C)cc1
Compound | 7 | 8 | 9 | 10 | 11 | 12
HTT cytoprotect | 32%[10 µM] | 3%[10 µM] | -4% | -11%[10 µM] | 3% | /
HTT aggregate | 7% | 6%[9.22 µM] | -4% | 17% | 16% | -15%
IMPase Li cell | 4% | / | 16% | -2% | -1%[38.3 µM] | 22%
Lamin A splicing | ? | 0%[46 µM] | / | -14% | 8% | ?
SMN2 splice up | -6% | / | -4% | -3% | -21% | -33%[inhibitor]
CBFb RUNX1 block | 4% | -2% | 7% | 11% | -9% | -6%
Luc counter | 4% | / | -1% | 0% | -3% | -1%

Of the compounds above, these contain nitrogen in an aromatic ring:
(1) COc1cccc(OC)c1C(=O)N1CCN(c2ccccn2)CC1
(2) CSc1nc(NCCCO)c2c3c(sc2n1)CN(C)CC3
(5) Cc1c(N=Cc2nc3ccccc3n2C)c(=O)n(-c2ccccc2)n1C
(8) COc1ccc(-c2ccc(C#N)c(SCC(=O)NC3CC3)n2)cc1OC
(11) CCOC(=O)c1ccc(NC(=O)NC2CC3CCC(C2)N3Cc2nnnn2Cc2ccco2)cc1 (centres undefined)
Compound | 1 | 2 | 5 | 8 | 11
HTT cytoprotect | -3% | 13%[10 µM] | -18% | 3%[10 µM] | 3%
HTT aggregate | 11% | 17%[9.22 µM] | -4% | 6%[9.22 µM] | 16%
IMPase Li cell | -1%[38.3 µM] | / | 11%[38.3 µM] | / | -1%[38.3 µM]
Lamin A splicing | 7% | / | 7% | 0%[46 µM] | 8%
SMN2 splice up | 7% | / | 1% | / | -21%
CBFb RUNX1 block | 1% | 4% | 0% | -2% | -9%
Luc counter | 0% | / | 11µM* | / | -3%

Additional entries follow:
(13) Cc1ccc([N+](=O)[O-])cc1N(CC(=O)N1CCCCC1)S(C)(=O)=O
(14) CN1CCc2c(OCC(=O)N3CCCc4ccccc43)cccc2C1=O
(15) Cc1nc2nc3c(cn2n1)C(=O)CC(C)(C)C3
(16) c1ccc(-c2cc(-c3ccc(N4CCOCC4)cc3)nc3ccccc23)cc1
(17) O=C1c2ccccc2C(O)(c2ncc[nH]2)N1CCc1ccccc1 (centres undefined)
(18) NS(=O)(=O)c1ccc(CCNC(=O)Nc2ccc(Cl)cc2)cc1
Compound | 13 | 14 | 15 | 16 | 17 | 18
HTT cytoprotect | / | 33% | -8% | 19%[10 µM] | 3% | -5%[10 µM]
HTT aggregate | 0% | 0% | -5% | 11% | 7% | -13%
IMPase Li cell | 10% | 9% | -9%[38.3 µM] | -9% | 16%[38.3 µM] | -8%[38.3 µM]
Lamin A splicing | -5%[46 µM] | -25%[46 µM] | 10% | -22% | -10% | -8%
SMN2 splice up | 4% | -16% | 1% | -7% | 4% | -12%
CBFb RUNX1 block | 8% | 8% | 2% | ? | 3% | 5%
Luc counter | 0% | 1% | 0% | 3% | -1% | -1%

(19) CC(=O)NC(Cc1cccc(F)c1)C(=O)NC1CCN(C(=O)c2ccc(C)cc2)CC1 (centres undefined)
(20) Cc1ccc2c(c1)C(c1ccccc1)N(C(=O)C(C)C)CC(=O)N2 (centres undefined)
(21) Cc1ccc(C(=O)Nc2nc3ccccc3s2)s1
(22) COCCNC(=O)C(c1ccco1)N(C(=O)Cn1nnc2ccccc21)c1cc(C)ccc1C (centres undefined)
(23) Cc1c(/C=N/NC(=O)c2cccs2)c2ccccc2n1Cc1ccccc1Cl
(24) CCN(CC)CCOc1c(C)cccc1Cl
Compound | 19 | 20 | 21 | 22 | 23 | 24
HTT cytoprotect | 15%[10 µM] | 9% | -46%[inhibitor][10 µM] | 16%[10 µM] | -15%[10 µM] | -8%
HTT aggregate | 4%[9.22 µM] | 1% | -22% | 2% | -15%[9.22 µM] | -8%
IMPase Li cell | 6% | 23%[38.3 µM] | ? | 3%[38.3 µM] | / | 6%
Lamin A splicing | ? | -2% | ? | 1% | / | /
SMN2 splice up | / | 2% | -14% | -7% | / | -10%
CBFb RUNX1 block | 2% | -1% | 3% | -4% | 7% | -5%
Luc counter | -2% | 2% | 13µM* | -4% | / | -1%

(25) CC(=O)c1c(C(C)=O)c(C)n(-c2ccc(N)c(C)c2)c1C
(26) CCOC(=O)/C(C#N)=C\c1ccco1
(27) CC(=O)Oc1ccc2c(c1)cc(C)n2C
(28) O=C(Nc1ccccc1)Nc1ccccc1NS(=O)(=O)c1cccs1
(29) Cc1cccc(C)c1NC(=O)COC(=O)CCC(=O)c1cccs1
(30) O=C(NCC(=O)N(Cc1cccs1)C(C(=O)NC1CCCCC1)c1ccncc1)c1ccco1 (centres undefined)
Compound | 25 | 26 | 27 | 28 | 29 | 30
HTT cytoprotect | 0% | -3% | -5%[10 µM] | 19%[10 µM] | 3% | 13%[10 µM]
HTT aggregate | 2% | 1% | -9% | -3% | 3% | 9%
IMPase Li cell | 29%[38.3 µM] | -7%[38.3 µM] | 6% | 1% | -2% | 10%
Lamin A splicing | -2% | -4% | -12% | 2% | / | -11%
SMN2 splice up | -6% | 2% | 18% | 11% | 12% | -12%
CBFb RUNX1 block | 3% | -4% | 2% | 0% | -4% | 17%
Luc counter | 16% | 1% | 0% | 17% | 3% | -3%

(31) COc1ccccc1NC(=S)N1CCN(c2nc(-c3ccccc3)cs2)CC1
(32) Cc1ccc(C)c(OCCn2c(=O)c3c(ncn3C3CCCC3)n(Cc3ccccc3)c2=O)c1
(33) Cc1cccc(N(Cc2cc3ccccc3[nH]c2=O)C(=O)c2cccs2)c1
(34) COc1cc(C)c(C(N)=O)c(OC)n1
(35) O=[N+]([O-])c1ccc(N=Nc2ccc(O)cc2O)cc1
(36) Cc1cc2ccccc2c(=O)n1CC(=O)Nc1ccc2c(c1)OCO2
Compound | 31 | 32 | 33 | 34 | 35 | 36
HTT cytoprotect | 21%[10 µM] | -3%[10 µM] | 10%[10 µM] | 6%[1.9 µM] | -147%[inhibitor] | 14%[10 µM]
HTT aggregate | 1%[9.22 µM] | -23% | 13%[9.22 µM] | -13% | 1.3µM* | -6%
IMPase Li cell | 12% | 16% | / | 16%[38.3 µM] | 19%[38.3 µM] | -8%
Lamin A splicing | -1%[46 µM] | ? | / | 18% | ? | -14%
SMN2 splice up | / | -23% | / | -5% | -16% | -8%
CBFb RUNX1 block | -18% | 17% | -4% | -2% | -12% | 1%
Luc counter | -1% | -2% | / | -2% | ? | 2%

(37) CCOc1cc(N2CCOCC2)c(OCC)cc1NC(=O)CSc1ncn[nH]1
(38) O=C(O)CCC(=O)CCC(=O)c1ccc(Cl)cc1
(39) Cc1ccc(/C=C/C(=O)NCc2ccc3c(c2)OCO3)o1
(40) CCOc1ccc(OCC)c(NC(=O)CSc2nnnn2CC)c1
(41) Cc1ccc(-n2nnnc2-c2cnc(-c3cccnc3)nc2C(F)(F)F)cc1
(42) CCCc1nc2c(nnn2Cc2ccccc2F)c(=O)[nH]1
(43) c1ccc(CSc2nnc3ccc(-c4ccco4)nn23)nc1
(44) CC1CCCCC1NC(=O)C1CCN(S(=O)(=O)c2cccc3nsnc23)CC1 (centres undefined)
(45) O=C(CN(Cc1ccccc1)C1=NCCS1)c1ccccc1
Compound | 37 | 38 | 39 | 40 | 41 | 42 | 43 | 44 | 45
HTT cytoprotect | -16% | -3% | 24%[0.074 µM] | 1%[10 µM] | -8% | -2% | -11% | 5% | -8%[10 µM]
HTT aggregate | 6% | 0%[9.22 µM] | 3% | -9% | ? | 8% | -6% | 5% | 10%
IMPase Li cell | -2% | -5%[38.3 µM] | 12% | 7% | 26%[38.3 µM] | 17%[38.3 µM] | -10% | 18%[38.3 µM] | -6%
Lamin A splicing | ? | 7% | -8% | -13% | 10% | -2% | 4%[46 µM] | -4% | -6%
SMN2 splice up | 16% | -4% | 4% | -19% | -56%[inhibitor] | 3% | ? | 9% | 3%
CBFb RUNX1 block | 12% | 3% | -8% | -3% | 5% | -2% | 10% | 1% | 2%
Luc counter | -1% | 8% | 7% | -1% | -5% | 0% | 6% | -5% | 2%

Screening results (PubChem BioAssay)
